High-throughput results (PubChem)
CBFb RUNX1 block: CBF-beta/RUNX1 interaction disruption | Q01196+Q13951 | AlphaScreen CBFb-His/RUNX1-biotin binding, biochemical | Potency, µM (top dose mostly 59.8 µM), inactives show top-dose activity, negative = inhibition, most hits filed as inhibitors | 230,000 tested, under 10 active | AID 1477; further: % of control where 0% means no effect
Target sequence (Q01196 whole entry, looked up): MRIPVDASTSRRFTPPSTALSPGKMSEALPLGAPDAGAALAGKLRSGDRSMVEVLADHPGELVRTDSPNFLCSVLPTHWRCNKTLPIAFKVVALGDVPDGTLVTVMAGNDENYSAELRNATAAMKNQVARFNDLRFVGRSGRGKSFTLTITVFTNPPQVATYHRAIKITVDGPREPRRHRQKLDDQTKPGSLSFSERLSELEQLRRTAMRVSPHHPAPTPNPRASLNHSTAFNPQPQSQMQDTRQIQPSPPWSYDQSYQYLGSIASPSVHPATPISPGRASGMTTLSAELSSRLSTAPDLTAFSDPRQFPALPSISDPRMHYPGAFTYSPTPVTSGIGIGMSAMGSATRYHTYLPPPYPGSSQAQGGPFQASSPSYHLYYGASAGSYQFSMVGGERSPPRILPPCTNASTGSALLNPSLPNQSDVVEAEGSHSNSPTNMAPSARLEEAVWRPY
Target sequence (Q13951 whole entry, looked up): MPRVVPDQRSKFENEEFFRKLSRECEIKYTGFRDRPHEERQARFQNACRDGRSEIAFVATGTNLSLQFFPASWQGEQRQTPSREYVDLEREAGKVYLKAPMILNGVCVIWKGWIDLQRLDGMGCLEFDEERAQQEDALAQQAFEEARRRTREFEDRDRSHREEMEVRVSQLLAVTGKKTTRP
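AlphaScreen binding: CBFb-His and RUNX1-biotin (30 nM each) preincubated 20 min, compound added for 15 min, then nickel and streptavidin beads for 90 min, all at room temperature. Disruption of the interaction by any mechanism counts as activity.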
GAA glycogen mod: GAA glycogen-cleavage inhibition or activation; recombinant GAA, glycogen substrate, Amplex Red glucose oxidase fluorescence; Potency, µM (titrated, usually from 76.4 µM), for inactives: at the top dose activity change, negative = inhibition, usual class: inhibitors; 0.38% of 300,000 active; AID 2100;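 further: potency means the concentration at half of the fitted maximal effect; 0% = full enzyme reaction and -100% = no-enzyme basal signal; the screen sought inhibitors and activators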
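Natural-substrate format: glycogen cleavage by 4 nM human enzyme, glucose read by Amplex Red coupling (Ex 573, Em 610 nm). Normalized to enzyme and no-enzyme controls.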
GAA inh: blocks human lysosomal alpha-glucosidase; 0.005% of 200,000 active; AID 1466; P10253; Potency, µM (doses to about 76.9 µM), inactives show at the top dose activity change, negative = inhibition, actives largely listed as inhibitors; purified human GAA, 4-MU-alpha-glucoside fluorescence;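 further: potency means the concentration at half of the fitted maximal effect; plate controls were uninhibited enzyme wells for no effect and no-enzyme background for full effect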
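Activity normalized between no-enzyme (basal) and enzyme-only wells. Conditions: 4 nM human enzyme, 400 uM fluorogenic substrate, citrate/phosphate pH 5.0 with Tween-20, 20 min room temperature, compounds up to 77 uM.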
GAA spleen mod: inhibitors or activators of human alpha-glucosidase in spleen homogenate; human spleen homogenate, 4-MU-alpha-glucoside fluorescence; Potency, µM (highest dose often 79.9 µM), for the others: top-dose activity change, negative = inhibition, hits mostly inhibitors; AID 2112; 0.006% of 240,000 active;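 further: potency means the concentration at half of the fitted maximal effect; 0% = enzyme with vehicle and -100% = no enzyme basal signal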
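Enzyme source: human spleen homogenate, 1 ug/well. Buffer 50 mM citric acid/K phosphate pH 5.0, 0.01% Tween-20. 4-MU-alpha-glucoside 1 mM; 37 C x 40 min; NaOH/glycine stop; fluorescence.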
HTT ATP protect: Huntington cell model cytoprotection by ATP luminescence; PC12 HTT-Q103 induced, cytoprotection, ATP luminescence, 40 h; 0.14% of 230,000 active; Potency, µM (series often up to 56.4 µM), without a hit: cytoprotection (ATP increase), hits mostly activators;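 further: potency means the concentration at half of the fitted maximal effect; % of control where 0% means no effect; nearly all actives have a fitted effect of over 45% in size; toxic huntingtin expression switched on by the ecdysone agonist tebufenozide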
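Cells were plated at 1500 per well in phenol red-free DMEM with 5% equine and 5% calf serum. Tebufenozide (100 nM final) and compounds were added, then ATPlite reagent, and luminescence was read.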
LMNA splice mod: changes lamin A minigene splicing in HeLa cells | HeLa LMNA splicing GFP/RFP minigene ratio, 48 h | Potency, µM (series often up to 46.1 µM), inactives show at the top dose ratio change, negative = inhibition, actives largely listed as inhibitors | 0.01% of 200,000 active | AID 1487; active means well fitted inhibition curve with a large enough effect in the signal ratio, with a control signal flat, not every such curve was filed as active; inconclusive means small, poorly fitted or top-dose-only effect, or effect the other way, or a change in a side signal; the % refers to the signal ratio; further: potency means the concentration at half of the fitted maximal effect; on the % scale 0 is the no-effect control and ±100 the full control effect
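Read-out is the ratio of GFP to DsRed2 object intensity, acquired by 488 nm laser-scanning cytometry on HeLa lamin A-EGFP minigene reporter cells. Compound incubation 48 hrs at 37 °C in Opti-MEM with 2% FBS; DMSO 0.5% final.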
HTT aggregate: mutant huntingtin aggregation inhibition. PC12 HttQ103-GFP aggregates, Acumen cytometry, 40 h. Potency, µM (highest dose often 46.1 µM), without a hit: at the highest dose activity change, negative = inhibition, actives largely listed as inhibitors. 1.1% of 220,000 active. AID 1688; further: potency means the concentration at half of the fitted maximal effect; on the % scale 0 is the no-effect control and ±100 the full control effect; nearly all actives have a fitted effect of over 60% in size
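Quantitative HTS on tebufenozide-induced (100 nM) PC12 cells stably expressing polyQ103 Huntingtin exon 1–GFP. Reduction of bright GFP aggregates, detected by laser scanning cytometry after lysis, identified actives across the titration.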
The depositor's hits bear a star; ? = inconclusive; . = not tested or not shown; [ ] = remark or other dose. Unless noted, the call rests on the fitted dose curve; in most records, active means well fitted curve in the direction sought with a large enough effect; inconclusive means small, poorly fitted or top-dose-only effect, or another doubt; inactive means no such curve, though single readings can be large; an effect the other way counts as inactive or inconclusive.

mol,CBFb RUNX1 block,GAA glycogen mod,GAA inh,GAA spleen mod,HTT ATP protect,LMNA splice mod,HTT aggregate
COC(=O)c1c(NC(=O)Cn2cc([N+](=O)[O-])cn2)sc2c1CCC2,1.4%,-0.9%,-2.5%,-8.6%,-12.0%,0.6%,-11.1%
CSc1sc(C(=O)NNC(C)=O)c2c1C1(CCC2)SCCS1,2.8%,7.5%,-3.4%,-1.0%,17.7%[10 µM],2.6%[46 µM],-10.2%[9.22 µM]
CCOC(=O)NC(=S)Nc1cccc(NC(=S)NC(=O)OCC)c1,1.0%,-6.5%,.,1.7%,7.0%[10 µM],.,-17.7%[9.22 µM]
N#CCC(=N)N1CCN(c2ccc(F)cc2)CC1,-3.8%,?,-3.6%,-1.5%,-21.1%,.,-5.7%
CCc1ccc(OCC(=O)N/N=C\c2ccco2)c([N+](=O)[O-])c1,?,-1.0%,-6.8%,1.2%,.,5.4%,4.5%
CCOC(=O)c1[nH]cnc1C(=O)Nc1ccc(C)cc1,14.7%,-4.5%,.,-5.0%,-2.1%[10 µM],.,-6.2%[9.22 µM]
NC(=S)Nc1cccc(Cl)c1,9.8%,-1.0%,.,1.6%,20.2%[10 µM],.,9.3%[9.22 µM]
C#CCOCCOCCOCCNc1nc(N2CCN(C(=O)[C@H](CCCCN)n3cc([C@@H](N)C(C)CC)nn3)CC2)nc(N2CCN(C(=O)[C@H](Cc3cc4ccccc4[nH]3)n3cc([C@@H](N)CC(C)C)nn3)CC2)n1 (stereo partly drawn),4.8%,8.7%,.,-2.8%,5.0%[10 µM],.,-15.4%[9.22 µM]
CC(CNC(=O)c1ccc(C(C)(C)C)cc1)CN(C)C (stereo not drawn),14.6%,-1.8%,-1.0%,-13.2%,.,-2.0%,5.8%
COC(=O)NC1C=CCCC1C(C)=O (stereo not drawn),-0.3%,.,.,1.8%,-4.6%,.,.
CCCCn1c(CNC(=O)C23CC4CC(CC(C4)C2)C3)nnc1SCC(=O)Nc1nnc(C)s1,10.9%,2.9%,?,-12.9%,13.7%[10 µM],-3.2%,-0.9%
CCN(CC)C(=O)CSc1nnc(C2CCCCC2)o1,-5.7%,1.0%,-4.7%,-4.9%,-5.6%,6.7%,0.1%
O=C(COc1ncnc2ccccc12)N1CCN(S(=O)(=O)c2ccc(Cl)cc2)CC1,-4.2%,-5.8%,-13.8%,-3.2%,3.4%,0.6%,-3.9%
CCOC(=O)CCCn1c(C)nc(=O)c(-c2ccccc2)c1C,-0.8%,-2.5%,?,0.5%,-2.8%,7.5%,5.0%
CCc1ccc(NC(=O)C2CCN(S(C)(=O)=O)CC2)cc1,2.1%,0.2%,?,2.6%,1.0%[10 µM],3.2%,-25.9%
CN(C)C(=S)Nc1ccc(Br)c(Cl)c1,1.1%,-2.2%,0.1%[15.4 µM],-1.9%,11.4%[10 µM],.,4.1%[9.22 µM]
CSC(=NCCCN1CCOCC1)NS(=O)(=O)c1cccs1,4.9%,-6.4%,-10.4%,-9.7%,-6.1%,9.0%,3.9%
Cc1[nH]c2ccccc2c1C(c1ccccn1)N1CCC(C(N)=O)CC1 (stereo not drawn),-3.9%,0.1%,1.5%,2.2%,-37.5%,?,-20.9%
O=C(NCc1cccs1)c1nc2c(nnn2Cc2ccc(F)cc2)c(=O)[nH]1,-4.5%,0.6%,-3.8%,-5.5%,14.4%[10 µM],1.4%,2.6%
O=C(CSCc1cnn(-c2ccccc2)c1-n1cccc1)NCc1cccnc1,-14.8%,0.8%,4.0%,7.2%,-143.9%[inhibitor],?,-32.4%
CC(=O)c1c(C)[nH]c(C(=O)NCc2ccccn2)c1C,-2.4%,-6.5%,-9.7%,-12.7%,.,12.7%,-7.0%
COc1ccccc1N(C(=O)CCl)c1cn(C(C)=O)c2ccccc12,1.4%,-1.6%,.,-2.9%,-38.3%[10 µM],.,-29.2%[9.22 µM]
O=C(C1=C[C@H](c2ccccc2)C[C@H](OCc2ccc(CO)cc2)O1)N1CCN(Cc2ccccc2)CC1,4.4%,8.0%,.,-10.6%,10.2%[10 µM],.,8.6%[9.22 µM]
CC1(c2nnc(-c3ccc(Cl)cc3)o2)CC(c2cccc(Cl)c2)=NO1 (stereo not drawn),19.6%,-2.7%,.,0.4%,17.9%[10 µM],.,-22.2%[9.22 µM]
CCN1CCN(c2nc(Nc3ccccc3)nc(N)c2[N+](=O)[O-])CC1,4.1%,9.5%,6.0%,-1.4%,-9.5%[10 µM],-6.3%,-5.2%
CCC(=O)Nc1cccc(NC(=S)NC(=O)c2ccc(Cl)cc2Cl)c1,4.3%,-0.1%,?,4.1%,16.6%[10 µM],?,?
COC(=O)c1ccc(-n2nnnc2SCC(=O)Nc2cc(OC)ccc2OC)cc1,-7.1%,4.9%,-4.1%,-12.3%,-2.6%,-1.0%,4.9%
CCOC(=O)C1CCN(C(=O)c2ccccc2N(C)S(C)(=O)=O)CC1,7.9%,5.8%,-5.6%,-9.5%,-8.1%,1.8%,-4.8%
Cc1nc2ncnn2c(N2CCN(C(=O)c3cccc(F)c3)CC2)c1Cc1ccccc1,-9.7%,12.0%,3.4%,-4.7%,-8.1%,7.6%,10.8%
COc1ccc(NC(=S)N(CCC(C)C)C(C)c2ccncc2)cc1 (stereo not drawn),13.2%,-6.5%,.,-1.2%,-10.6%[10 µM],.,38.4%[9.22 µM]

Compounds shown so far with two or more sulfur atoms, in the order listed:
mol,CBFb RUNX1 block,GAA glycogen mod,GAA inh,GAA spleen mod,HTT ATP protect,LMNA splice mod,HTT aggregate
CSc1sc(C(=O)NNC(C)=O)c2c1C1(CCC2)SCCS1,2.8%,7.5%,-3.4%,-1.0%,17.7%[10 µM],2.6%[46 µM],-10.2%[9.22 µM]
CCOC(=O)NC(=S)Nc1cccc(NC(=S)NC(=O)OCC)c1,1.0%,-6.5%,.,1.7%,7.0%[10 µM],.,-17.7%[9.22 µM]
CCCCn1c(CNC(=O)C23CC4CC(CC(C4)C2)C3)nnc1SCC(=O)Nc1nnc(C)s1,10.9%,2.9%,?,-12.9%,13.7%[10 µM],-3.2%,-0.9%
CSC(=NCCCN1CCOCC1)NS(=O)(=O)c1cccs1,4.9%,-6.4%,-10.4%,-9.7%,-6.1%,9.0%,3.9%

(cont.)
structure	CBFb RUNX1 block	GAA glycogen mod	GAA inh	GAA spleen mod	HTT ATP protect	LMNA splice mod	HTT aggregate
Cc1cc(N2C(=O)C3C4CC(C(Br)C4Br)C3C2=O)no1 (stereo not drawn)	15.2%	0.4%	4.2%	-13.4%	.	?	-8.2%
CCCC1=C(C(=O)OCC)C(/C=C/c2ccccc2)n2ncnc2N1 (stereo not drawn)	-0.4%	1.1%	?	-6.9%	-41.3%[inhibitor]	1.4%	2.6%
O=c1[nH]c(=O)n(C(c2ccccc2)c2ccccc2)cc1Br	6.8%	-10.1%	?	15.3%	-4.3%	.	-8.0%
C=CCn1c(SCc2nc3ccccc3c(=O)[nH]2)nc2sc3c(c2c1=O)CCCC3	-1.4%	4.2%	-9.0%	-0.3%	-9.0%[10 µM]	5.9%[46 µM]	-9.6%[9.22 µM]
CCOC(=O)C1CCCN(C(=O)c2sc3nc(-c4ccccc4)cn3c2C)C1 (stereo not drawn)	0.5%	-11.7%	-0.6%	-10.8%	4.5%	5.0%	-6.9%
COc1cccc(CN(C(=O)c2cc3ccccc3oc2=O)C2CC2)c1	3.6%	1.0%	0.5%	-8.9%	8.0%	-2.0%	-12.4%
COc1ccccc1OCCNc1cc(N2CCOCC2)ccc1[N+](=O)[O-]	-9.2%	-4.8%	-6.6%	7.3%	14.1%[10 µM]	?	2.2%
O=C(c1ccccc1)c1nc2ccccc2n(CCCn2c(=O)c(C(=O)c3ccccc3)nc3ccccc32)c1=O	-16.6%	-7.0%	-8.0%	-10.4%	-11.9%	1.7%	?
COc1ccc(OC)c(/C=N/NC(=O)Cn2ccnc2C)c1	10.6%	-13.6%	.	19.1%	5.8%[10 µM]	.	-6.6%[9.22 µM]
O=C(O)CCSCCC(=O)O	?	4.1%	-3.7%	3.2%	-16.9%	?	-8.8%
CN(C)S(=O)(=O)c1cccc(C(=O)NC2CCCc3ccccc32)c1 (stereo not drawn)	2.3%	-7.3%	-3.4%	-3.9%	1.9%[10 µM]	-0.6%	-13.3%
O=C(CNC(=O)C1CCCCC1)Nc1ccc(Cl)cc1	5.4%	3.7%	?	-12.7%	6.9%[10 µM]	-14.0%	-24.4%
Cc1nonc1OCCNCCNc1ccc([N+](=O)[O-])cc1Cl	3.8%	0.1%	-7.7%	-0.3%	25.3%[10 µM]	?	12.1%[9.22 µM]
O=C(CSc1nc(C2CC2)nc2c1cnn2-c1ccccc1)Nc1c[nH]c(=O)[nH]c1=O	0.0%	17.0%	-8.0%	5.5%	.	.	14.2%
COC(=O)N[C@H](CC(C)=O)c1ccccc1	3.3%[2.36 µM]	0.7%	1.7%	-2.8%	.	-6.5%	-2.4%
COc1ccc(-c2cc(N)n(CCC#N)n2)c(OC)c1	-0.7%	17.2%	-5.9%	1.9%	-8.9%	10.2%	-6.2%
Cc1ccccc1N=C1NC(=O)/C(=C/c2cccnc2)S1	-2.0%	5.1%	.	5.9%	6.9%[10 µM]	.	0.3%[9.22 µM]
COc1ccc(CNC(=O)c2ccc(C)o2)cc1	10.2%	5.3%	1.0%	-5.4%	-6.3%[10 µM]	-9.8%	6.5%
O=C(CC1SCCNC1=O)Nc1ccccc1Cl (stereo not drawn)	-3.8%	-2.1%	5.3%	.	-44.7%[inhibitor]	.	-10.3%
